# NCOA3 inh = inhibits human SRC3 coactivator; HEK293 GAL4-SRC3 luciferase reporter, luminescence; inhibition, % at 3.6 µM; actives 0.17% (n = 360,000);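 active = inhibition above a per-campaign cutoff, the mean of all compounds plus 3 SD, cut at about 60% in these data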;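 also: 0% = DMSO-treated cells and 100% = gossypol-treated cells at 36 µM; higher means less SRC3-driven luciferase light from the GAL4 reporter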
# TWEAK Fn14 block = inhibitors of TWEAK-Fn14 interaction signaling. inhibition, % at 10 µM. actives 2% (n = 360,000). TWEAK-stimulated Fn14 reporter cells, luciferase luminescence, 8 h; in the data active = inhibition above about 50%
# Shn3 3UTR inh = Schnurri-3 reporter inhibition in Clone20 osteoblasts; Clone20 osteoblast Shn3 3'UTR firefly luciferase, 24 h; inhibition, % at 12.5 µM; actives 0.52% (n = 360,000); AID 588674;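 active = mean inhibition of at least 75% with every replicate also reaching 75%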;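 also: 0% = median of neutral control wells and 100% = pilot-screen positive control compound; some compounds past the cut are filed as inactive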
# LMP1 NFkB inh = Epstein-Barr LMP1 NF-kappaB reporter inhibition. LMP1-induced NF-kappaB luciferase reporter cells, luminescence. AID 504558. actives 0.69% (n = 350,000). inhibition, % at 12.5 µM; in the data active = inhibition above about 41%;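 also: 0% = neutral control wells and 100% = reference inhibitor control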
# LRH-1 inv ag = NR5A2 inverse agonism in reporter assay | O00482 | inhibition, % at 3.6 µM | actives 0.13% (n = 360,000) | HEK293T StAR-luciferase reporter, LRH-1 transfected, 24 h;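 active = inhibition above the mean inhibition of all tested compounds plus 3 SD, cut at about 73% in these data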;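 also: 0% = DMSO wells and 100% = reporter-only cells lacking LRH-1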
# KKLEB tox = reduces viability of KKLEB cystic fibrosis airway cells | KKLEB CF airway cells viability, ATPlite luminescence, overnight; stronger effect = lower value; cells stimulated with P. aeruginosa culture filtrate | activity change (cytotoxicity), % at 5 µM | actives 0.36% (n = 360,000) | AID 602141;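 active = corrected activity change at or below -50% at 5 µM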
# CF NFkB block = cystic fibrosis NF-kB activation inhibition | actives 0.86% (n = 360,000) | inhibition, % at 5 µM | KKLEB NF-kB-GFP reporter, PAF-induced, GFP fluorescence overnight;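 active = at least 50% inhibition at 5 µM, scaled per plate between neutral and stimulator controls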;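 also: PAF is a Pseudomonas aeruginosa culture filtrate used as stimulus; plate controls were PAF-stimulated DMSO wells for no effect and unstimulated DMSO wells for full effect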
# SRC1 inh = inhibits human SRC1 coactivator; inhibition, % at 3.6 µM; actives 0.12% (n = 360,000); Q15788; AID 588354; HEK293 GAL4-SRC1 luciferase reporter, luminescence;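 active = inhibition above the campaign mean plus 3 SD, with each screening campaign given its own cutoff, cut at about 60% in these data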;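 also: 0% = DMSO treated cells and 100% = gossypol at 36 µM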
# Target sequence (Q15788 whole entry, looked up, the tested form may be a part): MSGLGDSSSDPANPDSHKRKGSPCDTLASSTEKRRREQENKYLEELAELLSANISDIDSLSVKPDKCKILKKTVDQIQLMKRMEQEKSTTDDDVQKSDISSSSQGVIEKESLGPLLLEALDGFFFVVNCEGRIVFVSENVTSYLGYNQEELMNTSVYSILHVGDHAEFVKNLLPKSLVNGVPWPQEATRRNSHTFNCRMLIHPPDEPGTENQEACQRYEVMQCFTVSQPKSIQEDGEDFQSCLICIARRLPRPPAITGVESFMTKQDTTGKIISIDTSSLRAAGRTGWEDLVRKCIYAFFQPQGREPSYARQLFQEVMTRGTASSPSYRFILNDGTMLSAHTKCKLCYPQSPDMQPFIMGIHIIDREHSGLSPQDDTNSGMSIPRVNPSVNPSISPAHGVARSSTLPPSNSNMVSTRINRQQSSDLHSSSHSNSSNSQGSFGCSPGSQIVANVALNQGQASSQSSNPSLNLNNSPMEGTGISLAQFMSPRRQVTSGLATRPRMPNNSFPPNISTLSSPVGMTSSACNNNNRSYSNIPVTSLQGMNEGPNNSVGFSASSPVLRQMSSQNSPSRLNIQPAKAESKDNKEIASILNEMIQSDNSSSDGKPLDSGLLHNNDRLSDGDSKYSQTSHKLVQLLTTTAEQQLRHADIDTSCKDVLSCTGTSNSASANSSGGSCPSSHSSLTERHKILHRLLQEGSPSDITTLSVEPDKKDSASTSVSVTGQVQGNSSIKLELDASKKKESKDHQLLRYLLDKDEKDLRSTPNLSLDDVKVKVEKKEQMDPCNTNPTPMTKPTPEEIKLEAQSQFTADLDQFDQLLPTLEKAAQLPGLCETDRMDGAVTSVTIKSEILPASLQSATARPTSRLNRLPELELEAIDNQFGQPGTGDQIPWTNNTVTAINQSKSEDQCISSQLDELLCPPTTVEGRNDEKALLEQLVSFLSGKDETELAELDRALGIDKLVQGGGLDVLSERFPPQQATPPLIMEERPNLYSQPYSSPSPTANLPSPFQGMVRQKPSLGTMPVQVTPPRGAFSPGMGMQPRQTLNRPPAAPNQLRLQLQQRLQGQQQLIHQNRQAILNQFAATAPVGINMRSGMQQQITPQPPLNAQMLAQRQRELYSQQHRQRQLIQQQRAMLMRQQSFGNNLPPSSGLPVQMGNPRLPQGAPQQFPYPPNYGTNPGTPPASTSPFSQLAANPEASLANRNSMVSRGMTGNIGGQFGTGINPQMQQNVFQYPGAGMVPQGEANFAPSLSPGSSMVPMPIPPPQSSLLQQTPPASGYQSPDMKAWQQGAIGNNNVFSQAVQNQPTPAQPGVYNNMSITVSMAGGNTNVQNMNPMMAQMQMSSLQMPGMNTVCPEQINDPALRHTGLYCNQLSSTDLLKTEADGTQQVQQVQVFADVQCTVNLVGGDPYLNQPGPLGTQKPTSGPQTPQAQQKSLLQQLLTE
# TROY signal inh = blocks TROY-dependent signaling in reporter cells; actives 0.98% (n = 360,000); Q293 LMP1-TROYcd NF-kB luciferase reporter, 4 h; inhibition, % at 10 µM;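 active = compounds whose plate-normalised and pattern-corrected inhibition of the luciferase reporter signal at the single screening dose is 50% or more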
# NR2F2 inh = blocks human COUP-TFII nuclear receptor. P24468. HEK293T NGFI-A luciferase reporter, luminescence. inhibition, % at 8.6 µM. actives 0.7% (n = 370,000). AID 686940;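 active = inhibition above a per-plate cutoff, mean inhibition of test wells between control levels plus 3 SD, cut at about 38% in these data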;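 also: cells cotransfected with COUP-TFII expression vector driving the NGFI-A reporter; 0% = median of COUP-TF2 test wells and 100% = reporter-only cells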
# TRAIL sens C8 = sensitizes caspase-8 expressing cells to TRAIL; NB7+C8 cells + TRAIL, ATPlite viability luminescence; inhibition (viability loss, TRAIL sensitization), % at 10 µM; actives 1% (n = 360,000);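 active = compounds causing at least 50% loss of cell viability in the single-dose screen, relative to plate controls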
# Active calls of the source: *; / = not tested or not shown.
# The opening 3 entries, to show the layout:
SMILES,NCOA3 inh,TWEAK Fn14 block,Shn3 3UTR inh,LMP1 NFkB inh,LRH-1 inv ag,KKLEB tox,CF NFkB block,SRC1 inh,TROY signal inh,NR2F2 inh,TRAIL sens C8
O=C1C(=O)N(Cc2ccccc2)C(=O)N1CCOc1ccccc1,6,-4,4,3,2,9,16,0,-7,5,3
CCCc1ccc(S(=O)(=O)N2CCN(C(C)C(=O)NC3CCCC3)CC2)cc1 (stereo not drawn),10,3,11,-4,9,-10,18,0,15,1,11
COc1cccc(C2(c3cccc(OC)c3)CC2C(=O)Nc2cccc3ccccc23)c1 (stereo not drawn),13,3,22,0,8,5,4,0,3,-13,-2

# The list itself, from the start:
SMILES,NCOA3 inh,TWEAK Fn14 block,Shn3 3UTR inh,LMP1 NFkB inh,LRH-1 inv ag,KKLEB tox,CF NFkB block,SRC1 inh,TROY signal inh,NR2F2 inh,TRAIL sens C8
O=C1C(=O)N(Cc2ccccc2)C(=O)N1CCOc1ccccc1,6,-4,4,3,2,9,16,0,-7,5,3
CCCc1ccc(S(=O)(=O)N2CCN(C(C)C(=O)NC3CCCC3)CC2)cc1 (stereo not drawn),10,3,11,-4,9,-10,18,0,15,1,11
COc1cccc(C2(c3cccc(OC)c3)CC2C(=O)Nc2cccc3ccccc23)c1 (stereo not drawn),13,3,22,0,8,5,4,0,3,-13,-2
O=C(COC(=O)CNS(=O)(=O)c1ccc(F)c(F)c1F)Nc1ccc(OC(F)F)cc1,18,1,-36,7,-13,-12,4,5,2,6,-3
CCN1CCc2c(sc(NC(=O)Cc3ccccc3)c2C(N)=O)C1,10,6,57,-6,0,0,12,3,-5,-9,-9
CCN(c1ccc(C(=O)CSc2nnc(C3CC3)n2C2CC2)cc1)S(C)(=O)=O,-8,5,-2,0,-7,-2,12,-8,-5,9,-13
CCCc1cc(=O)oc2cc(OCC(=O)NCCc3c[nH]c4ccc(OC)cc34)ccc12,0,5,17,-8,46,1,-14,-20,-3,18,2
Cc1ccc(NC(=O)C2=CC=CN3CCS(=O)(=O)N=C23)cc1,-7,3,-23,1,4,-5,10,-7,-14,-12,-3
O=C(NNC(=O)c1ccc(Br)s1)NC1CCCCC1,9,8,16,4,0,19,-34,10,15,-8,-20
COc1ccc2nc(C3CCCCC3)nc(C3CCCCC3)c2c1,-14,3,-4,6,-10,-10,43,0,-17,10,2
Cc1ccc(S(=O)(=O)CCC(=O)OCC(=O)NC2CCS(=O)(=O)C2)cc1 (stereo not drawn),13,-5,-6,-19,-6,12,-2,1,21,8,6
CCN1CCC(C(N)=O)CC1,17,-20,1,-6,3,-3,18,-4,-6,-17,1
COc1ccc(CC(CN)c2ccccc2)cc1 (stereo not drawn),-3,-6,2,9,15,-3,32,4,6,8,6
CC(CO)NS(=O)(=O)c1cc(Cl)ccc1F (stereo not drawn),2,-5,-6,-2,-16,-9,-4,-2,4,-7,2
CCCCCCn1c(=O)c(-c2ccccc2)c(O)c2ccccc21,-8,0,1,4,-26,2,-1,-14,-2,11,3
CN1CCN(C/C(=C2/N=C(c3ccccc3)OC2=O)N(C)C)CC1,18,6,-8,-15,5,4,9,6,1,-13,17
COc1cc(CN2CCC(n3nccc3NC(=O)c3ccccc3OC)CC2)ccc1F,6,-19,0,-4,3,5,18,-5,7,10,-3
Cc1c(Cl)c(-c2n[nH]c(=S)n2Cc2ccco2)nn1C,13,-1,-4,2,17,2,8,7,10,2,2
CN(C)CCCN(C(=O)c1ccc(S(=O)(=O)N2CCCCCC2)cc1)c1nc2c(F)cc(F)cc2s1,7,-18,11,6,-27,-3,11,-43,-9,-8,1
OCC1OC(n2cnc3c(NC4CCCCC4)ncnc32)C(O)C1O (stereo not drawn),-65,-54,-22,17,4,-4,26,-49,-19,-51,-10
Cc1nc(N2CCN(Cc3ccc4c(c3)OCO4)CC2)c2oc3ccccc3c2n1,4,18,26,14,21,-6,-25,-1,43,83*,0
COc1ccc(N2CCN(C(=O)C3CCN(C(=O)c4ccccc4Cl)CC3)CC2)cc1,-9,49,6,3,0,0,3,2,3,5,-28
Cc1nc(N)nc(Nc2ccc(C#N)cc2)c1Br,13,-5,13,4,-12,-5,-30,-1,-13,11,5
CC1CN(CCOCCOc2ccccc2-c2ccccc2)CC(C)O1 (stereo not drawn),11,-9,32,1,10,5,4,-39,0,7,0
CCOc1ccccc1NC(=O)C(OC(=O)C1CC1)c1ccccc1 (stereo not drawn),6,4,10,-4,-3,-3,1,-2,-25,-8,4
COc1cc(/C=N/NC(=O)Cc2csc(C)n2)ccc1OCC(C)C,14,20,10,0,4,4,6,0,-8,15,1
CC(C)CNC(=O)CN(c1ccccc1)S(=O)(=O)c1ccccc1[N+](=O)[O-],6,13,1,2,16,-7,5,-7,9,7,5
N#Cc1c(NC(=O)CSc2nc(-c3ccco3)cc(C(F)(F)F)n2)sc2c1CCCC2,-11,-6,2,14,5,-19,36,-2,-7,-15,3
Cc1oc2c(O)c(O)ccc2c(=O)c1-c1cnn(-c2ccccc2)c1,-30,-15,13,7,13,5,-24,-12,-16,-4,2
CCCn1c(Nc2ccc(Cl)cc2)nc2ccccc21,-1,5,-4,-2,8,9,-14,-20,-24,5,-6
Cc1ccc(/C=C2\SC(=S)N(/N=C/c3cc([N+](=O)[O-])ccc3O)C2=O)o1,10,0,2,-6,1,5,-11,-20,-4,/,-12
CNc1ccccc1C(C)(C)c1ccn[nH]1,16,11,11,9,5,-1,2,3,14,-2,2
CC(C)C[C@H]1CN(CCCC[C@H]2CNC(=O)C(=O)N2Cc2ccccc2)C(=O)C(=O)N1CCc1ccccc1,/,-3,/,/,3,/,/,/,-6,4,8
COC(=O)c1cn(CC(=O)Nc2ccccc2C)c2ccccc12,-6,1,-51,13,1,-4,-11,10,-3,6,0
c1cncc(-c2nc(NCCCN3CCOCC3)c3c4c(sc3n2)CCC4)c1,-18,29,6,-54,14,-9,-31,-2,-18,-7,-8
CC1CN(c2ccccc2)CCN1Cc1nc(Cc2ccccc2)no1 (stereo not drawn),3,9,70,9,-6,10,-14,8,1,6,1
O=C(/C=C/c1ccncc1)c1ccc(NC(=O)c2ccccc2F)cc1,-6,42,89*,10,15,-6,72*,-4,24,/,10
C=CCSc1nc(-c2ccccc2)c2cc(Cl)ccc2n1,8,11,-7,-6,8,-11,6,14,-13,1,-5
COCCNC(=O)c1ccc(N2CC3CC(C2)c2cccc(=O)n2C3)c(NC(=O)c2ccc(Br)o2)c1 (stereo not drawn),9,17,-7,-8,-2,3,10,22,-12,-6,8
CCN1CCN(Cc2c(C(=O)N/N=C(\C)c3ccc(Cl)cc3)nnn2-c2nonc2N)CC1,12,13,-15,-6,4,9,-6,-10,-3,0,-10
COc1cc(Cn2nnc3ccccc32)cc(Br)c1O,2,1,14,9,-17,-6,9,-4,-12,-12,-4
c1c2c(cc3sc(N4CCCCC4)nc13)OCCO2,8,99*,52,58*,-64,-21,4,-26,73*,31,77*
Cc1onc(-c2c(F)cccc2Cl)c1C(=O)N1C=CC(C(F)(F)Cl)=NCC1,-11,9,-1,-5,-2,-3,-8,-29,7,-10,-14
Cc1ccc(N2C(=S)SC3CS(=O)(=O)CC32)cc1 (stereo not drawn),16,6,-3,-4,10,8,-8,-13,-5,-5,-4
Cc1cc(NS(=O)(=O)c2ccc(NC(=O)c3ccc([N+](=O)[O-])c(Cl)c3)cc2)no1,-10,5,8,-13,18,-4,9,9,16,0,10
O=C(CCCC(=O)NC1CCCCC1)Nc1ccc([N+](=O)[O-])cc1,-12,-12,5,7,7,0,-16,-13,13,4,-9
CCCN(C(=O)CSc1nc2ccccc2n1CC)C1CCS(=O)(=O)C1 (stereo not drawn),-5,-6,9,-3,8,-5,27,8,-2,-1,8
Cc1cc(C)n2c(SCC(C)C)nnc2n1,-17,-5,1,-3,-29,3,-5,-2,-24,-9,-2
CC(C)(C)c1ccc(C(=O)/C=C2\NC(=O)CS2)cc1,-92,33,-23,-12,-185,-29,9,-112,-15,-52,85*
Cc1ccc(CNC(=O)CN(Cc2ccccc2)S(C)(=O)=O)cc1,30,9,8,0,-10,-2,6,3,5,14,-2
# The list continues.
SMILES,NCOA3 inh,TWEAK Fn14 block,Shn3 3UTR inh,LMP1 NFkB inh,LRH-1 inv ag,KKLEB tox,CF NFkB block,SRC1 inh,TROY signal inh,NR2F2 inh,TRAIL sens C8
Cc1cc(/C=N/NC(=O)CC2(C)OCCO2)c(C)n1-c1ccc(Cl)c(Cl)c1,-17,1,11,9,-3,-19,5,-12,30,10,5
O=C(COc1coc(CN2CCc3ccccc3C2)cc1=O)Nc1cccc(F)c1,-7,-10,-4,0,6,-3,-7,-11,-49,2,-4
O=C(Cn1ncc2c3ccccc3n(Cc3ccccc3)c2c1=O)NCc1ccco1,-18,7,-11,-9,-2,-6,7,0,5,-9,-3
COc1ccc(CC(=O)N2CCC(Nc3nc4ccccc4n3Cc3ccc(F)cc3)CC2)cc1,18,13,15,-6,4,5,3,3,11,21,10
Cc1ccc(S(=O)(=O)NC2CC2)cc1[N+](=O)[O-],16,13,1,-2,15,-1,2,-4,-2,20,-1
COc1ccc(OC)c(C2NC(=O)NC(C)=C2C(=O)OCc2ccccc2)c1 (stereo not drawn),16,10,7,12,-17,-2,0,-4,-9,3,-10
CCCCOC(=O)C1=C(C)NC(=O)NC1c1ccc(N(C)C)cc1 (stereo not drawn),-8,-11,14,7,11,3,1,-17,-11,4,-2
O=C(Nc1ccc(NC(=O)C23CC4CC(CC(C4)C2)C3)cc1)c1cc(F)c(F)cc1Cl,3,-24,-11,-4,8,-5,-2,18,-5,-13,5
O=C1c2cccc(OCC(=O)N3N=C(c4cccs4)CC3c3ccc(F)cc3)c2CCN1Cc1cccnc1 (stereo not drawn),11,14,9,10,-8,-15,19,-3,21,25,0
OC(COc1ccccc1)CSc1ncn[nH]1 (stereo not drawn),18,-1,-6,1,-24,0,7,9,0,22,-17
CCc1nn(CC(=O)NCc2ccccc2Cl)c(=O)c2cccn12,3,12,-9,6,3,7,3,-33,2,-8,2
Cn1cc(CN2CCCC(CNS(=O)(=O)c3cccc4cccnc34)C2)cn1 (stereo not drawn),-2,8,-2,2,7,-2,5,-15,-10,-7,6
CC1(C)OC(=CC=Nc2ccc(Cl)cc2)OC1(C)C,18,-9,/,-2,1,-2,-6,4,-3,6,1
CCc1noc(C)c1C(=O)OCC(=O)c1ccc(NC(=O)CC(C)C)cc1,16,-15,11,7,14,-21,36,3,-13,14,1
O=C(O)CN1C(=O)CC(Cc2ccc(Cl)cc2)C1=O (stereo not drawn),-5,-12,-2,3,-5,20,-21,-11,-7,8,-19
COc1ccc(CC(=O)n2[nH]c(=O)cc(C)c2=O)cc1OC,2,-3,/,7,2,7,0,4,9,-16,-8
COc1ccc(CC(=O)NNC(=O)c2ccc(SCc3cc(F)ccc3F)c([N+](=O)[O-])c2)cc1,-6,-17,24,5,-18,-12,-10,-8,-5,-9,6
COC(=O)N/N=C/c1ccccc1OCc1ccccc1,0,-1,12,-2,-4,-1,6,-29,2,-9,-6
CCn1c(SCC(=O)Nc2cc(C)ccc2C)nnc1-c1cnccn1,8,1,6,5,13,-8,-8,3,-23,23,8

# Assay outcomes as filed in PubChem.

# An excerpt (hit frequency here may not be typical).
